HP1b chromo inh = HTS for Inhibitors of HP1-beta Chromodomain Interactions with Methylated Histone Tails. Chromobox protein homolog 1 (Homo sapiens), P83916. AlphaScreen HP1-beta / biotin-H3K9me3 peptide binding. Potency, µM (titrated, usually from 114 µM), without a hit: at the highest dose activity change, negative = inhibition, actives largely listed as inhibitors. 390,000 compounds, 0.56% hits. AID 540317, 2011; further: potency means the concentration at half of the fitted maximal effect; nearly all actives have a fitted effect of over 70% in size; inactives centre near 23
Target sequence (P83916 whole entry, looked up): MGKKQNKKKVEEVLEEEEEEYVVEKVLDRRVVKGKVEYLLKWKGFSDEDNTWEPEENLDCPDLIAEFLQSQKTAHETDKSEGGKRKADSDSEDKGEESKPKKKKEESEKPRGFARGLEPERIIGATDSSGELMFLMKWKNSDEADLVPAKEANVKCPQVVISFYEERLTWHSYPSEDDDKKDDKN
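Compound inhibition of the preformed complex between 50 nM HP1-beta and 50 nM biotinylated H3K9me3 peptide was read by AlphaScreen. Buffer was PBS pH 7.4 with 0.01% Tween-20. Incubations ran 30 min at room temperature, with 10 ug/mL donor/acceptor beads.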
ERG-DNA inh = qHTS for Small Molecule Inhibitors of the ERG Ets/DNA interaction; Transcriptional regulator ERG (Homo sapiens), P11308; fluorescence polarization, His-ERG Ets domain / labelled DNA; Potency, µM (highest dose often 76.9 µM), without a hit: at the highest dose FP activity, negative = inhibition, hits mostly inhibitors; 370,000 compounds, 0.028% hits; active means well fitted inhibition curve with a large enough effect in the polarisation, with a control signal flat; inconclusive means small, poorly fitted or top-dose-only effect, or effect the other way, or a change in a side signal; inactive means no such curve, though single readings can be large or run the other way; the % refers to the polarisation;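 further: polarization taken with two DNA probes labelled with fluorescein and Texas red; potency means the concentration at half of the fitted maximal effect; % of control where 0% means no effect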
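His-tagged ERG Ets domain (1 uM in the protein solution; 300mM KCl, 50mM Tris-HCl, 1mM EDTA, 1mM DTT, pH 7.5) received compound, then a probe mix of 5 nM fluorescein-DNA and 100nM Texas-615-DNA. Fluorescence polarization was read for both dyes.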
PI4K2A block = qHTS for small molecular inhibitors of PI4K2A | Phosphatidylinositol 4-kinase type 2-alpha (Homo sapiens), Q9BTU6 | purified PI4K2A, ADP-Glo luminescence, 1 h; active compounds read low | activity change, negative = inhibition, % at 76.9 µM | 420,000 compounds, 0.13% hits; in the data active means activity change below about -50%; inconclusive means mostly about -30% to -49%;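 further: -100% = wells without enzyme as full effect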
Target sequence (Q9BTU6 whole entry, looked up): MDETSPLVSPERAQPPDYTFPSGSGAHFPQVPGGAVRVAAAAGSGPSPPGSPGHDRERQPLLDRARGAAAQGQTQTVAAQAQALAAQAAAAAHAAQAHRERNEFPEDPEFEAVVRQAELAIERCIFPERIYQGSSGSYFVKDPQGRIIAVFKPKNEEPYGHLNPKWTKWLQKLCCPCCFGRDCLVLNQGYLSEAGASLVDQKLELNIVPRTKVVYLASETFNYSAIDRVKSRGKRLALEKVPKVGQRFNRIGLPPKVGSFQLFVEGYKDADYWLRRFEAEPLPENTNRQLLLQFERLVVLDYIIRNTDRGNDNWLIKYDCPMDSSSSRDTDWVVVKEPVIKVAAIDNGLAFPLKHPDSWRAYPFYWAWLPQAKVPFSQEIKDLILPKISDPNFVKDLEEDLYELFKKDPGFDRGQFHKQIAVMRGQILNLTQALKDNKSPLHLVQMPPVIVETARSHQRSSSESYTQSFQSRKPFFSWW
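Compounds are screened against recombinant PI4K2A using PI as substrate and ATP, the latter dispensed at 300 microM. Reactions run one hour at ambient temperature before ADP-Glo detection; full inhibition defined by wells lacking enzyme.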
RGS4 inhibitor = Inhibitors of Regulator of G Protein Signaling (RGS) 4: qHTS; 390,000 compounds, 0.039% hits; Potency, µM (doses to about 114 µM), without a hit: at the highest dose activity change, negative = inhibition, most hits filed as inhibitors; Transcreener GDP fluorescence polarization, RGS4-accelerated GTP hydrolysis; Regulator of G-protein signaling 4 (Homo sapiens), P49798; further: potency means the concentration at half of the fitted maximal effect; on the % scale 0 is the no-effect control and ±100 the full control effect; nearly all actives have a fitted effect of over 75% in size; some results filed as inactive show a strong effect at the top dose
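MLSMR compounds (23 nl, pin-transferred) preincubated 10 min at room temperature with a 500nM (2x) first reagent, then RGS4 at 900nM (2x) plus Transcreener GDP mix added; fluorescence polarization (620/688 nm) read before and after 90 min at 30 °C.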
JMJD2A Tudor = qHTS Assay for Inhibitors of JMJD2A-Tudor Domain | Lysine-specific demethylase 4A (Homo sapiens), O75164 | AlphaScreen JMJD2A-Tudor / H3K4me3 peptide binding | Potency, µM (highest dose often 114 µM), for the others: at the top dose activity change, negative = inhibition, actives largely listed as inhibitors | 390,000 compounds, 4.4% hits; further: potency means the concentration at half of the fitted maximal effect; on the % scale 0 is the no-effect control and ±100 the full control effect; nearly all actives have a fitted effect of over 50% in size
G9a block = qHTS Assay for Inhibitors of Histone Lysine Methyltransferase G9a; 350,000 compounds, 8.8% hits; Potency, µM (top dose mostly 102 µM), inactives show at the top dose activity, negative = inhibition, actives largely listed as inhibitors; G9a H3K9 monomethylation, AlphaScreen, 2 h; AID 504332, 2011; further: potency means the concentration at half of the fitted maximal effect; on the % scale 0 is the no-effect control and ±100 the full control effect; nearly all actives have a fitted effect of over 75% in size
Target sequence (Q96KQ7 913-1193 limits assumed): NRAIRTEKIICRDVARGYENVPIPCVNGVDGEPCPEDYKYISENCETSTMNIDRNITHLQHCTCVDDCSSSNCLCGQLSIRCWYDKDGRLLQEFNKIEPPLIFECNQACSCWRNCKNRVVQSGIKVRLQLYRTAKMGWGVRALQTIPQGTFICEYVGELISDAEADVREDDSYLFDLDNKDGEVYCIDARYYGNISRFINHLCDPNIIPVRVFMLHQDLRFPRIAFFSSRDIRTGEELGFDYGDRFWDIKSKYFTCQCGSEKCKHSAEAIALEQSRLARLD
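AlphaScreen read-out: biotin-H3K9 peptide (500 nM) methylation by 20 nM enzyme with 20 uM SAM, 2 h at room temperature after 15 min compound preincubation; anti-monomethyl H3K9 antibody plus donor/acceptor beads, 10 min dark.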
BAZ2B inh = qHTS Assay for Inhibitors of BAZ2B | Bromodomain adjacent to zinc finger domain protein 2B (Homo sapiens), Q9UIF8 | AlphaScreen BAZ2B-H3K14Ac peptide displacement | Potency, µM (top dose mostly 114 µM), for inactives: at the highest dose activity change, negative = inhibition, most hits filed as inhibitors | 360,000 compounds, 4.4% hits; further: potency means the concentration at half of the fitted maximal effect; on the % scale 0 is the no-effect control and ±100 the full control effect; nearly all actives have a fitted effect of over 60% in size
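AlphaScreen displacement of biotin-H3(5-23)K14Ac peptide (50 nM final) from BAZ2B (50 nM final) in PBS pH 7.4, 0.01% Tween-20; complex preformed 30 min RT, then compounds (top 110 uM) 30 min RT, beads 20 min dark.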
12-LOX inh = Primary qHTS assay for inhibitors of human arachidonate 12S-lipoxygenase (ALOX12): Round 2; Potency, µM (titrated, usually from 108 µM), inactives show at the top dose activity change, negative = inhibition, most hits filed as inhibitors; purified 12hLO, xylenol orange hydroperoxide absorbance; 580,000 compounds, 1.1% hits; further: potency means the concentration at half of the fitted maximal effect; on the % scale 0 is the no-effect control and ±100 the full control effect
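Purified human 12hLO (150 nM final) in 25 mM Hepes, 0.01% Triton X-100, pH 7.0 was preincubated 15 min at room temperature with compound. Then 40 uM arachidonic acid was added, 30 min. Hydroperoxide was read by Fe-XO absorbance ratio 573/405 nm.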
GLS inhibitor = qHTS for Inhibitors of Glutaminase (GLS) | Glutaminase kidney isoform, mitochondrial (Homo sapiens), O94925 | GLS enzymatic activity, qHTS titration | Potency, µM (highest dose often 45.5 µM), for the others: at the highest dose activity change, negative = inhibition, usual class: inhibitors | 410,000 compounds, 0.21% hits; further: potency means the concentration at half of the fitted maximal effect; on the % scale 0 is the no-effect control and ±100 the full control effect
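Two-point fluorescence kinetic (t0, 30 min RT) for hKGA; glutamate detected via glutamate oxidase–HRP–Amplex Red. Substrate: 1 mM L-glutamine solution; buffer 45 mM KH2PO4, pH 8.2.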
* marks the source's active call; other numbers are inactive results; ? = inconclusive; . = no result given; & = joins results of further samples; [ ] = another dose, or the depositor's remark. Unless noted, the call rests on the fitted dose curve; in most records, active means well fitted curve in the direction sought with a large enough effect; inconclusive means small, poorly fitted or top-dose-only effect, or another doubt; inactive means no such curve, though single readings can be large; an effect the other way counts as inactive or inconclusive.

Molecule | HP1b chromo inh | ERG-DNA inh | PI4K2A block | RGS4 inhibitor | JMJD2A Tudor | G9a block | BAZ2B inh | 12-LOX inh | GLS inhibitor
COc1cc(/C=C/C(=O)OCC(=O)NCC(=O)Nc2cccc(C)c2C)ccc1OC(F)F | 33% | -4% | 5 | -18% | 4% | 10%[59 µM] | -4% | -6% | -7%
CCOC(=O)c1cccnc1SCC(=O)N(C)c1ccccc1 | 9% | -6% | 10 | -7% | -14% | ? | -7% | -24% | -2%
O=C1OC(c2ccc(Cl)cc2)/C(=C(/O)c2ccccc2)C1=O (configuration not stated) | -2% | 3% | 2 | -16% | 32µM* | . | ? | ? | 0%
COc1ccc(CNC(=O)CNC(=O)N2CC(=O)Nc3ccccc32)cc1 | 13% | -6% | 8 | 0% | 10% | 37%[activator] | -3% | 3% | 6%
O=C(NCc1ccccc1Cl)C1CCC(CNc2c(N3CCCCC3)c(=O)c2=O)CC1 (configuration not stated) | 59%[activator] | 2% | 2 | -18% | -12% | 22% | 0% | -8% | 5%
CC(C)(C)N=C1NC(=NC(C)(C)C)c2ccccc21 | 13% | 1% | 6 | -7% | -4% | -12%[59 µM] | -5% | 3% | -3%
CCNC(=O)c1ccc(C2SCC(=O)N2Cc2ccco2)cc1 (configuration not stated) | 24% | 6% | 2 | -31% | 2% | 14%[0.501 µM] | -7% | -16% | -8%
CCOC(=O)Nc1nc(-c2ccc(Cl)cc2Cl)cs1 | 65%[activator] | -4% | 0 | -23% | 13% | 32%[59 µM] | 9% | -30% | 1%
Cc1nn(C)c(C)c1S(=O)(=O)N(CC(=O)N1CCN(c2ccccc2)CC1)c1ccc(C(C)C)cc1 | 20% | 0% | 0 | -19% | -16% | -16%[59 µM] | -11% | -24% | 0%
CCCn1c(SCC(=O)N2CCN(C(=O)c3ccco3)CC2)nc2ccccc2c1=O | 15% | -3% | -5 | 0% | -22% | -4% | -14% | -23% | 0%
Cc1cc(Nc2c(C)cccc2C)n2nc(C)nc2n1 | 14% | -13% | -1 | -20% | -11% | ? | 11% | -20% | 0%
CN(C)CCSc1nc(O)c(-c2ccccc2)c(=O)n1-c1ccccc1 | 26% | -14% | -2 | -29% | -12% | -24% | -5% | -26% | 3%

Copied from the list:
CCOC(=O)c1cccnc1SCC(=O)N(C)c1ccccc1 in GLS inhibitor is entered as -2%
COc1cc(/C=C/C(=O)OCC(=O)NCC(=O)Nc2cccc(C)c2C)ccc1OC(F)F in BAZ2B inh is entered as -4%

Returning to the listing; the 2 compounds before the break are reprinted first.
Molecule | HP1b chromo inh | ERG-DNA inh | PI4K2A block | RGS4 inhibitor | JMJD2A Tudor | G9a block | BAZ2B inh | 12-LOX inh | GLS inhibitor
Cc1cc(Nc2c(C)cccc2C)n2nc(C)nc2n1 | 14% | -13% | -1 | -20% | -11% | ? | 11% | -20% | 0%
CN(C)CCSc1nc(O)c(-c2ccccc2)c(=O)n1-c1ccccc1 | 26% | -14% | -2 | -29% | -12% | -24% | -5% | -26% | 3%
CC(C)c1ccc(C(C(=O)NC2CCCC2)N(C(=O)CNC(=O)c2ccco2)c2cccnc2)cc1 (configuration not stated) | 14% | -5% | 0 | -29% | -22% | 15%[59 µM] | 8% | -11% | 4%
COc1ccc(N=C2S/C(=C\c3cc(C)n(C)c3C)C(=O)N2C)cc1 | -37% | 1% | 1 | -34% | ? | ? | ? | 77% | 10%
CCOc1ccc(CN(CC)C(=O)c2ccc3c(c2)[nH]c(=O)c(=O)n3CC)cc1OC | -9% | 30% | 5 | 12% | -2% | 1% | -1% | -22% | -2%
CC(=O)/C(N=Nc1c(C)n(C)n(-c2ccccc2)c1=O)=C(\C)O | 49%[activator] | -2% | 2 | 11% | -4% | -8% | ? | -25% | 0%
O=C(N/C(=C/c1ccc2c(c1)OCO2)C(=O)N1CCOCC1)c1cccs1 | 5% | 9% | -5 | -14% | -4% | 1%[12.7 µM] | 0% | 0% | 2%
O=C(CCCn1nnnc1CN1CCOCC1)N1CCC(c2ccccc2Cl)C1 (configuration not stated) | 35% | 6% | 4 | 9% | 32% | -7% | -21% | 3% | -4%
Cc1csc(SCC(=O)NC(=O)C2CCCCC2)n1 | 18% | -2% | -3 | -2% | 12% | 1% | -1% | -3% | -5%
CCOc1cc(CNc2nn[nH]n2)ccc1OCC(=O)NC(C)(C)C | 38% | -12% | 2 | -7% | -5% | 73%[activator][59 µM] | -21% | 10% | 2%
Cc1cc(-c2nn3c(C)nnc3s2)ccc1NC(=O)C(C)(C)C | 32% | 0% | -2 | 14% | -5% | . | . | 0% | 0%
Cc1ccc(N2CC(C(=O)NC3CC3)CC2=O)cc1Cl (configuration not stated) | 4% | -7% | 3 | 16% | 0% | -7% | -1% | 5% | -17%
COc1ccc(CCN=Cc2ccccc2O)cc1OC | 29% | -1% | -1 | -26% | -1% | 7% | -21% | 472%[activator] | 5%
C=CCc1cc(Cl)ccc1OCCOCCNC(C)(C)C | -30% | 3% | 0 | -12% | 14µM* | 25µM* | 50µM* | ? | -2%

Next section (2 carried over from the part before).
Molecule | HP1b chromo inh | ERG-DNA inh | PI4K2A block | RGS4 inhibitor | JMJD2A Tudor | G9a block | BAZ2B inh | 12-LOX inh | GLS inhibitor
COc1ccc(CCN=Cc2ccccc2O)cc1OC | 29% | -1% | -1 | -26% | -1% | 7% | -21% | 472%[activator] | 5%
C=CCc1cc(Cl)ccc1OCCOCCNC(C)(C)C | -30% | 3% | 0 | -12% | 14µM* | 25µM* | 50µM* | ? | -2%
COc1cc(NC(=O)c2sc3nc4n(c(=O)c3c2C)CCCCC4)cc(OC)c1OC | 30% | -2% | -2 | 5% | 7% | 9%[59 µM] | -1% | 7% | -6%
O=C(COC(=O)CNC(=O)c1ccccc1F)Nc1cccc(S(=O)(=O)N2CCCCCC2)c1 | 26% | 0% | -3 | 14% | -12% | 3% | -15% | 338%[activator] | 13%
CCOC(=O)c1c(C)oc2nc(C)nc(NCc3cccc(OC)c3)c12 | 71%[activator] | -21% | 2 | 6% | 26% | 0%[59 µM] | 4%[57.1 µM] | -2%&-9% | 4%
O=[N+]([O-])c1ccc(Oc2cccc3cccnc23)c(Cl)c1 | -11% | -9% | 5 | 4% | -33% | -20% | ? | 227%[activator] | -40%
CC(=O)Oc1cccc(N2C(=O)c3ccccc3C2=O)c1 | 30% | -1% | -1 | 7% | -3% | -1% | 4% | -1% | -2%
COc1ccc(CNC(=O)C2CSC(c3ccc(OC)cc3)N2C(C)=O)cc1 (configuration not stated) | 38%[activator] | 3% | 5 | -5% | -6% | 13% | 1% | 21% | 2%
N/C(=N\OC(=O)c1ccc2c(c1)OCO2)c1ccc([N+](=O)[O-])cc1 | 7% | 7% | -3 | -22%[11.4 µM] | -29% | 1% | -2% | -15% | 3%
COc1ccc(C(=O)CCc2ccccc2)c(O)c1 | 245%[activator] | -9% | -1 | -6% | 211%[activator] | . | . | ? | -10%
CNC(=S)NNC(=O)COc1ccc(C)c(C)c1 | 8% | -10% | -3 | 0% | 50µM* | 32µM* | -5% | 16% | 3%
COc1cc(NC(=O)CNS(=O)(=O)c2cccs2)cc(OC)c1OC | 22%[57 µM] | -7% | -2 | 17% | -25% | 6%[59 µM] | 2% | -14% | -1%
Cc1ccc(CN2C(=O)CCC2C(=O)NCc2ccco2)cc1 (configuration not stated) | 37% | -19% | 11 | -7% | -10% | 40%[0.501 µM] | -7% | 374%[activator] | 0%
O=C(N/N=C/c1ccccn1)c1cc(-c2ccccc2Cl)n[nH]1 | 30% | 15% | 5 | -13% | -34% | 68%[activator][59 µM] | 56µM* | 1% | 1%
Cc1ccc2[nH]c(CSc3nnc(NC(=O)COc4ccccc4Cl)s3)cc(=O)c2c1 | 18%[57 µM] | -6% | -2 | 8% | -20% | -40%[59 µM] | -38% | -13% | 4%
Cc1nn(Cc2ccc(F)cc2)c(C)c1NC(=O)c1cnn2c1NC(c1cccs1)CC2C(F)(F)F (configuration not stated) | 6% | -4% | 2 | 3% | -31% | -16%[2.33 µM] | ? | -11% | -1%

Screening results deposited in PubChem by National Center for Advancing Translational Sciences (NCATS).

These rows are one share of the data (hit frequency here may not be typical).
